Screening data: PubChem BioAssay, several laboratories
TRAIL sens C8 = caspase-8 TRAIL sensitization; NB7+C8 cells + TRAIL, ATPlite viability luminescence; inhibition (viability loss, TRAIL sensitization), % at 10 µM; hit rate 1% among 360,000; AID 624354;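 active = compounds causing at least 50% loss of cell viability in the single-dose screen, relative to plate controls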
KKLEB cytotox = counter-screen for CF NF-kB inhibitors: cytotoxicity | KKLEB CF airway cells viability, ATPlite luminescence, overnight; stronger effect = lower value; cells stimulated with P. aeruginosa culture filtrate | activity change (cytotoxicity), % at 5 µM | hit rate 0.36% among 360,000;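 active = corrected activity change at or below -50% at 5 µM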
COUP-TFII inh = blocks human COUP-TFII nuclear receptor. P24468. HEK293T NGFI-A luciferase reporter, luminescence. inhibition, % at 8.6 µM. hit rate 0.7% among 370,000. AID 686940;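 active = inhibition above a per-plate cutoff, mean inhibition of test wells between control levels plus 3 SD, cut at about 38% in these data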;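 note: cells cotransfected with COUP-TFII expression vector driving the NGFI-A reporter; 0% = median of COUP-TF2 test wells and 100% = reporter-only cells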
TWEAK-Fn14 inh = inhibitors of TWEAK-Fn14 interaction signaling. AID 1159606. TWEAK-stimulated Fn14 reporter cells, luciferase luminescence, 8 h. inhibition, % at 10 µM. hit rate 2% among 360,000; in the data active = inhibition above about 50%
SRC1 inh = inhibits human SRC1 coactivator; HEK293 GAL4-SRC1 luciferase reporter, luminescence; hit rate 0.12% among 360,000; AID 588354; inhibition, % at 3.6 µM; Q15788;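 active = inhibition above the campaign mean plus 3 SD, with each screening campaign given its own cutoff, cut at about 60% in these data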;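 note: 0% = DMSO treated cells and 100% = gossypol at 36 µM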
CF NFkB inh = blocks PAF-induced NF-kB reporter in cystic fibrosis cells; KKLEB NF-kB-GFP reporter, GFP fluorescence overnight; hit rate 0.86% among 360,000; inhibition, % at 5 µM;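 active = at least 50% inhibition at 5 µM, scaled per plate between neutral and stimulator controls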;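 note: PAF is a Pseudomonas aeruginosa culture filtrate used as stimulus; plate controls were PAF-stimulated DMSO wells for no effect and unstimulated DMSO wells for full effect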
TROY signal inh = TROY signaling inhibition; Q293 LMP1-TROYcd NF-kB luciferase reporter, 4 h; inhibition, % at 10 µM; hit rate 0.98% among 360,000;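 active = compounds whose plate-normalised and pattern-corrected inhibition of the luciferase reporter signal at the single screening dose is 50% or more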
NR5A2 inv ag = NR5A2 inverse agonism in reporter assay; O00482; inhibition, % at 3.6 µM; hit rate 0.13% among 360,000; HEK293T StAR-luciferase reporter, LRH-1 transfected, 24 h;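 active = inhibition above the mean inhibition of all tested compounds plus 3 SD, cut at about 73% in these data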;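 note: 0% = DMSO wells and 100% = reporter-only cells lacking LRH-1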
NCOA3 inh = inhibitors of human steroid receptor coactivator 3 (SRC3); Q9Y6Q9; HEK293 GAL4-SRC3 luciferase reporter, luminescence; inhibition, % at 3.6 µM; hit rate 0.17% among 360,000; AID 588352;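 active = inhibition above a per-campaign cutoff, the mean of all compounds plus 3 SD, cut at about 60% in these data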;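 note: 0% = DMSO-treated cells and 100% = gossypol-treated cells at 36 µM; higher means less SRC3-driven luciferase light from the GAL4 reporter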
EBV LMP1 NFkB = inhibitors of Epstein-Barr LMP1-induced NF-kappaB reporter | LMP1-induced NF-kappaB luciferase reporter cells, luminescence | inhibition, % at 12.5 µM | hit rate 0.69% among 350,000 | AID 504558; in the data active = inhibition above about 41%;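 note: 0% = neutral control wells and 100% = reference inhibitor control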
SRC2 inh = inhibits human steroid receptor coactivator 2; Q15596; HEK293 GAL4-SRC2 luciferase reporter, luminescence; inhibition, % at 9 µM; hit rate 0.17% among 370,000;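 active = inhibition above the mean inhibition of all tested compounds plus 3 SD, set per campaign, cut at about 52% in these data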;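 note: 0% = DMSO treated cells and 100% = cells given Gossypol at 36 µM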
Active calls of the source: *; x = no result given.

The opening 15 records as a preview:
SMILES	TRAIL sens C8	KKLEB cytotox	COUP-TFII inh	TWEAK-Fn14 inh	SRC1 inh	CF NFkB inh	TROY signal inh	NR5A2 inv ag	NCOA3 inh	EBV LMP1 NFkB	SRC2 inh
O=C1CC(=C2c3ccccc3-c3ccccc32)C(=O)N1CCN1CCN(c2cccc(Cl)c2)CC1	9	7	-4	-3	5	0	-4	6	-17	3	-14
COc1cc(/C=N\NC(=O)c2ccc(Cn3nc([N+](=O)[O-])c(Cl)c3C)o2)ccc1O	6	8	14	-6	-7	-38	-30	-3	-18	8	-7
CCOc1ccc2oc(C(=O)Nc3cc(C)ccn3)c(C)c2c1	70*	-42	-35	15	-114	-33	4	-196	-96	-29	-53
COC(=O)C(Cc1ccc(O)cc1)NC(=O)C12CC3CC(CC(C3)C1)C2 (stereo not drawn)	-6	-4	11	15	-5	10	-14	-3	16	-13	11
CCN(CC)C(=O)CSC1c2ccccc2C(=O)N1c1ccccc1 (stereo not drawn)	-8	-11	x	15	-5	0	13	-18	-2	1	x
S=c1[nH]nc(COc2ccccc2)n1/N=C/c1ccncc1	3	-1	0	-3	20	-12	-7	16	19	6	-6
COc1ccc(/C=N/NC(=O)c2cc(-c3ccc4c(c3)OCO4)n[nH]2)cc1OC	5	-14	-19	52*	-25	24	-28	-13	-12	-17	-11
COc1cccc(/C=N/n2cnc3c(cnn3-c3ccccc3)c2=O)c1	-13	9	-15	-10	7	-3	-11	1	2	x	-41
CC(=O)C1=C(O)C(=O)N(Cc2cccnc2)C1c1ccc(Cl)cc1Cl (stereo not drawn)	0	0	8	-9	2	0	-16	5	24	0	-9
COc1ccc(S(=O)(=O)Nc2ccc3c(c2)OCO3)cc1	-32	17	11	-17	4	-15	-2	-5	2	-9	7
Cc1ccccc1-c1cc2nc(Nc3ccc(F)cc3)n(C)c(=O)c2s1	-2	2	-11	-52	-8	-29	-4	-27	-13	x	16
COc1ccccc1C(=O)NC(=O)CSc1nc(C)cs1	4	10	-12	-12	9	-36	-30	14	-9	-1	-25
COc1ccc(CC(=O)N2CCC(n3nccc3NC(=O)C3CCOC3)CC2)cc1 (stereo not drawn)	-12	10	23	18	10	-1	17	0	-12	-3	13
CCOC(=O)c1c(/N=C/N(C)C)sc(/C=N/Nc2ccccc2)c1-c1ccccc1Cl	0	10	2	-7	-27	8	19	-29	-13	-1	6
O=C(Cc1noc2ccccc12)NNC(=S)Nc1ccc(Cl)cc1	-13	-12	-6	0	11	-23	-19	-16	4	-4	12

Results, from the first entry:
SMILES	TRAIL sens C8	KKLEB cytotox	COUP-TFII inh	TWEAK-Fn14 inh	SRC1 inh	CF NFkB inh	TROY signal inh	NR5A2 inv ag	NCOA3 inh	EBV LMP1 NFkB	SRC2 inh
O=C1CC(=C2c3ccccc3-c3ccccc32)C(=O)N1CCN1CCN(c2cccc(Cl)c2)CC1	9	7	-4	-3	5	0	-4	6	-17	3	-14
COc1cc(/C=N\NC(=O)c2ccc(Cn3nc([N+](=O)[O-])c(Cl)c3C)o2)ccc1O	6	8	14	-6	-7	-38	-30	-3	-18	8	-7
CCOc1ccc2oc(C(=O)Nc3cc(C)ccn3)c(C)c2c1	70*	-42	-35	15	-114	-33	4	-196	-96	-29	-53
COC(=O)C(Cc1ccc(O)cc1)NC(=O)C12CC3CC(CC(C3)C1)C2 (stereo not drawn)	-6	-4	11	15	-5	10	-14	-3	16	-13	11
CCN(CC)C(=O)CSC1c2ccccc2C(=O)N1c1ccccc1 (stereo not drawn)	-8	-11	x	15	-5	0	13	-18	-2	1	x
S=c1[nH]nc(COc2ccccc2)n1/N=C/c1ccncc1	3	-1	0	-3	20	-12	-7	16	19	6	-6
COc1ccc(/C=N/NC(=O)c2cc(-c3ccc4c(c3)OCO4)n[nH]2)cc1OC	5	-14	-19	52*	-25	24	-28	-13	-12	-17	-11
COc1cccc(/C=N/n2cnc3c(cnn3-c3ccccc3)c2=O)c1	-13	9	-15	-10	7	-3	-11	1	2	x	-41
CC(=O)C1=C(O)C(=O)N(Cc2cccnc2)C1c1ccc(Cl)cc1Cl (stereo not drawn)	0	0	8	-9	2	0	-16	5	24	0	-9
COc1ccc(S(=O)(=O)Nc2ccc3c(c2)OCO3)cc1	-32	17	11	-17	4	-15	-2	-5	2	-9	7
Cc1ccccc1-c1cc2nc(Nc3ccc(F)cc3)n(C)c(=O)c2s1	-2	2	-11	-52	-8	-29	-4	-27	-13	x	16
COc1ccccc1C(=O)NC(=O)CSc1nc(C)cs1	4	10	-12	-12	9	-36	-30	14	-9	-1	-25
COc1ccc(CC(=O)N2CCC(n3nccc3NC(=O)C3CCOC3)CC2)cc1 (stereo not drawn)	-12	10	23	18	10	-1	17	0	-12	-3	13
CCOC(=O)c1c(/N=C/N(C)C)sc(/C=N/Nc2ccccc2)c1-c1ccccc1Cl	0	10	2	-7	-27	8	19	-29	-13	-1	6
O=C(Cc1noc2ccccc12)NNC(=S)Nc1ccc(Cl)cc1	-13	-12	-6	0	11	-23	-19	-16	4	-4	12
COc1ccc(C2Nc3ccccc3C(=O)N2Cc2ccco2)cc1COc1ccc([N+](=O)[O-])cc1 (stereo not drawn)	2	-9	-3	-3	1	-8	-7	37	-7	16	-19
CC(/C=C/c1ccc2c(c1)OCO2)=N/NC(=O)CNc1ccc(C)cc1	-5	3	9	4	-12	2	-4	10	3	-16	-17
O=C(c1ccccc1)n1ccn(-c2ccccc2)c1=S	21	-2	-5	7	11	-12	-3	7	8	11	-2
O=C(CN(Cc1ccccc1)C(=O)c1ccco1)NCc1ccc(F)cc1	-6	5	-5	-2	5	-5	14	5	10	-13	14
CCc1ccc(CN(C)C(=O)c2cccc(S(=O)(=O)Nc3ccccc3OC)c2)cc1	-9	3	25	12	-18	1	8	6	12	-6	-14
Fc1cccc(Cl)c1Cn1ncc2ccccc21	-14	8	-9	0	-45	11	-44	3	-39	3	-13
c1ccc2c(-c3nc4ccccc4[nH]3)cccc2c1	17	-15	-13	6	-41	20	-37	-17	-22	2	-18
CCc1csc(CCNC(=O)C2CCC(=O)N(Cc3cccc(C(F)(F)F)c3)C2)n1 (stereo not drawn)	-10	4	2	7	-6	9	-15	10	-15	-3	-21
CN(CC(=O)NC1CCCc2ccccc21)S(=O)(=O)c1cccs1 (stereo not drawn)	12	-10	5	3	12	2	-2	-6	8	4	28
CC(=O)Nc1cccc(OCc2cnc(Cl)s2)c1	6	14	-5	-2	-7	0	16	-6	5	-4	-6
CSc1ncccc1C(=O)OCC(=O)N1CCc2ccccc21	10	-4	-9	1	0	6	-53	7	1	7	-17
Cc1ccc(C)c(SCC(=O)c2ccc[nH]2)c1	-1	8	-9	-19	-19	-45	-53	-8	-15	-12	3
Cc1ccccc1-n1nc2c(c1NC(=O)c1cc3ccccc3o1)CS(=O)(=O)C2	10	17	-14	-23	-4	0	8	3	10	2	0
CCOc1cccc(C(=O)NC(=S)Nc2ccccc2)c1	-5	-9	-30	1	-103	4	-30	-132	-66	-23	-43
COc1ccc(N2CCN(C(=O)C3CCN(C(=O)c4cccc(Cl)c4)CC3)CC2)cc1	11	-1	4	-5	17	-8	-23	-2	1	0	11
O=C(NNC(=S)NC(=O)c1cccs1)c1ccc(O)cc1	-19	10	7	-12	-17	-19	7	-13	-13	7	-14
COc1ccc(-n2c(N)c(C(=O)NCc3ccco3)sc2=S)cc1	-5	-4	-7	1	7	-6	2	12	-5	-1	-15
CCOc1ccc(S(=O)(=O)Nc2cccc(C(=O)NCC(c3ccc(OC)cc3)N3CCOCC3)c2)cc1 (stereo not drawn)	-35	13	7	-8	-2	-5	-4	-8	11	2	10
O=C(Nc1ccc(Cl)cc1Cl)c1csc(-c2cccnc2)n1	-10	-8	7	-20	4	-12	-31	-5	-8	-25	5
Cc1nnc(SCC(=O)Nc2ccc3c(c2)OCCO3)s1	-12	-6	9	-12	3	7	-2	12	18	-4	-9
CN(CC(=O)Nc1cccc(F)c1)C(=O)Cn1c(=O)cnc2ccccc21	3	-22	-6	-17	16	26	11	-1	-12	0	-5
COc1ccc(C(=O)NC2CC3CCCC(C2)N3CC(C)C)cc1OC (stereo not drawn)	3	-5	8	-14	0	3	0	-1	-4	-9	-3
Cc1cccc(NC(=O)NNC(=O)c2nn(C)cc2Br)c1	-14	-6	-21	-7	-7	10	-33	-6	13	-22	-18
CC1=CSC2=NC(=O)/C(=C\c3cccn3-c3ccccc3)C(=N)N12	5	15	10	43	3	-33	6	11	17	7	10
Cn1c(CNC(=O)c2ccccc2F)nnc1SCC(=O)N1CCN(c2ccccc2)CC1	-6	1	4	-12	7	-1	-12	19	15	-5	16
Cc1ccc(Nc2nc(C(=O)N3CCC(C(=O)NCCN4CCOCC4)CC3)cs2)cc1	-14	3	-8	2	-7	2	-2	14	-11	3	-37
CN(C)S(=O)(=O)c1ccc(C(=O)N2CCOCC2)cc1	-14	-11	9	4	-9	13	-3	-7	8	-3	6
O=C(CC1C(=O)NCCN1C(=O)Nc1ccc(Cl)cc1)Nc1ccc(F)cc1 (stereo not drawn)	5	-6	6	-6	-10	-2	-22	3	14	-11	-10
OCCC1CN(CCCn2cccn2)CCN1Cc1ccccc1 (stereo not drawn)	-2	9	-18	-4	-22	-5	15	-5	10	-3	-2
Cc1c(CCC(=O)N2CCC[C@H]2C(=O)O)c(=O)oc2cc3oc4c(c3cc12)CCCC4	5	-5	x	76*	0	24	-1	-20	4	-2	x
Cc1ccc(S(=O)(=O)N2CCN(C(=O)COC(=O)c3ccc(C(C)(C)C)cc3)CC2)c(C)c1	9	11	8	-25	4	-5	0	6	-7	3	11
CCOC(=O)COc1c(-c2ccc(OC)cc2)oc2ccccc2c1=O	-15	5	-3	-18	-6	-14	-20	8	23	0	9
COc1ccc(CN2CCNC(=O)C2CC(=O)NCc2cc(C)n(C)n2)c(F)c1 (stereo not drawn)	-2	6	8	-2	-41	-11	-13	1	18	0	-12
c1ccc(-c2ccc(CN3C[C@@H]4C(c5ccccc5)C5(c6cccnc6)CC4(C5)[C@H]3c3ccccc3)cc2)cc1 (stereo partly drawn)	2	-6	16	2	-8	17	-15	22	-1	0	-10
COc1ccccc1CNC(=O)C1COc2ccccc2O1 (stereo not drawn)	0	6	-6	-21	-21	-2	-44	-39	-30	-2	-36
CN1CCC(N(C)C(=O)c2cc(S(=O)(=O)N3CCOCC3)ccc2Cl)CC1	4	13	-11	6	5	0	15	4	8	6	15
COCCSc1ccccc1C(=O)NCc1cccnc1	1	-2	-1	-2	-2	1	-20	-5	6	0	15
COc1ccc(-n2c(=S)[nH]c3cc(C(=O)N(C)Cc4ccccc4)ccc3c2=O)cc1	1	-7	-13	9	11	15	11	12	-4	4	-5
CCCCNC(=O)C1CC(=O)N(C2CCCCC2)C1 (stereo not drawn)	-14	-9	11	-2	20	3	11	-17	-14	-4	-17
